# Compound activity (PubChem BioAssay)
# Tau fluor cs: Counterscreen qHTS for Inhibitors of Tau Fibril Formation, Fluorescence Polarization. tau K18 P301L (four-repeat tau fragment) Alexa594 fluorescence, heparin fibrillization. Potency, µM (doses to about 57.7 µM), for inactives: top-dose activity change, negative = decrease. actives 0.93% (n = 280,000). AID 1463, 2008; note: % is set by controls: 0 for no effect and ±100 for the full control effect; nearly all actives have a fitted effect of over 55% in size
#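 Human K18 P301L tau (15 uM unlabeled plus 0.24 uM Alexa 594-labeled, final) in 100 mM sodium acetate pH 7 was mixed with compound and 20 uM heparin and incubated 6 hr at 37 C.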
# Epigenetic reg: Quantitative High-Throughput Screen for Regulators of Epigenetic Control | actives 0.2% (n = 280,000) | AID 1865, 2009 | murine LDR cells, GFP reporter derepression, 30 h | Potency, µM (doses to about 53.9 µM), without a hit: top-dose GFP activation, hits mostly activators; note: % of control where 0% means no effect; nearly all actives have a fitted effect of over 60% in size
#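 Murine LDR cells carrying a silenced, genomically integrated CMV-driven GFP reporter were exposed to compound for 30 hours at 37 C. After PBS washes, GFP-positive cells (20–120 um objects) were counted by laser-scanning microplate cytometry.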
# The depositor's hits bear a star; ? = inconclusive; [ ] = remark or other dose. Calls come from the whole dose curve; as a rule, active = well fitted curve in the direction sought with a large enough effect; inconclusive = small, poorly fitted or top-dose-only effect, or another doubt; inactive = no such curve, though single readings can be large; an effect the other way counts as inactive or inconclusive. Potency is the fitted concentration of half-maximal effect. Some of the compounds tested; count on the stated rates, not on these rows.
SMILES,Tau fluor cs,Epigenetic reg
CCOc1cc2[nH]c(=O)n(Cc3ccc(C(=O)N4CCN(c5cccc(Cl)c5)CC4)cc3)c(=O)c2cc1OCC,-29%,-1.3%
COc1cccc(CNC(=O)CN2C(=O)CSc3ccc(S(=O)(=O)N(C)C)cc32)c1,-9%,-5.0%
COc1ccccc1NC(=O)N1CCN(c2nnc(C)c3c(C)n(-c4ccc(Cl)cc4)nc23)CC1,5%,2.9%
CCOC(=O)c1c(C)[nH]c(CCC(=O)NCCCN2CCN(c3ccccc3F)CC2)c1C,2%,-2.2%
Cc1ccccc1CNC(=O)C1CCN(c2nnc(C)c3c(C)n(-c4ccccc4)nc23)CC1,10%,6.0%
COc1ccc(OC)c(CNC(=O)CCCn2ccc3cc(S(=O)(=O)N4CCCC4)ccc32)c1,-10%,4.9%
COc1ccc(-c2nc(SCc3cc(=O)c4cc(C)ccc4[nH]3)n[nH]2)cc1,-16%,-4.8%
COc1ccc(OC)c(NS(=O)(=O)c2ccc(-n3cccn3)cc2)c1,-9%,4.1%
Fc1ccc(-n2ncc3c(N4CCN(Cc5ccccc5)CC4)ncnc32)cc1,-17%,-1.0%
O=C(CCC(=O)N1CC2CCCN2c2ccccc21)NCc1cccc(Cl)c1 (centres undefined),?,0.0%
COc1ccc(C)cc1NC(=O)C1CCN(S(=O)(=O)c2ccc3[nH]c(=O)oc3c2)CC1,-8%,0.0%
CC1N=C2c3ccccc3N=C(SCC(=O)NCc3ccc(Cl)cc3)N2C1=O (centres undefined),-2%,-4.0%
Cc1cccc(N2CCN(C(=O)C3CCN(S(=O)(=O)c4c(C)noc4/C=C/c4ccccc4F)CC3)CC2C)c1 (centres undefined),-17%,3.4%
CCC1CCCCN1C(=O)c1c[nH]c2ccc(S(=O)(=O)Nc3cccc(OC)c3)cc2c1=O (centres undefined),-15%,0.0%
Cc1ccc(-c2nc(C)c(CCNC(=O)c3ccccc3Br)s2)cc1,-20%,0.0%
COc1ccc(NC(=O)Cn2c(=O)n(Cc3nc(-c4ccccc4)no3)c(=O)c3ccccc32)cc1Cl,-6%,1.1%
O=C(Nc1ccc(F)cc1F)c1cc2ccc3cccnc3c2[nH]1,-2%,0.0%
Cn1ncc2c(NCc3ccccc3Cl)nc(NCCO)nc21,-6%,-3.4%
CCN1CCN(c2ncnc3c2cnn3-c2ccc(F)cc2)CC1,-9%,0.0%
O=C(Nc1ccc(F)c(Cl)c1)Nc1c[nH]c(=O)[nH]c1=O,-7%,-2.4%
CCc1ccccc1N(C)C(=O)Nc1cn(CC(C)C)c(=O)c2ccccc12,-8%,1.3%
CCC(=O)N1CCc2cc(CNC(=O)c3ccc(F)cc3)ccc21,-4%,-1.3%
Cc1cccc(-n2ncc3c(Nc4ccc(C)c(Cl)c4)ncnc32)c1,?,0.0%
C=Cc1ccc(Cn2c(C(=O)O)c(CNCCc3ccco3)c3ccc(C)cc32)cc1,-22%,3.2%
CN(C)c1ccc(C(=O)Nc2c(C(=O)NC(C)(C)C)oc3ccccc23)cc1,?,-0.4%

# Random excerpt: 2 entries already listed.
SMILES,Tau fluor cs,Epigenetic reg
CCC(=O)N1CCc2cc(CNC(=O)c3ccc(F)cc3)ccc21,-4%,-1.3%
Fc1ccc(-n2ncc3c(N4CCN(Cc5ccccc5)CC4)ncnc32)cc1,-17%,-1.0%

# (next part)
SMILES,Tau fluor cs,Epigenetic reg
O=C(NCCc1ccccc1Cl)C1CCN(c2nc3ccccc3nc2C(F)(F)F)CC1,-11%,4.7%
O=C1CC(c2ccc(Cl)cc2)N=C(NC(=O)c2ccccc2)N1 (centres undefined),-12%,-1.1%
COc1ccc(OC)c(CNS(=O)(=O)c2ccc(-c3cc(C(F)(F)F)on3)s2)c1,?,-3.6%
Cc1c(C)n(Cc2ccc(Cl)cc2)c2ccc(C(=O)NCCc3ccc(S(N)(=O)=O)cc3)cc12,?,1.7%
CCCOc1ccc(NC(=O)CC2C(=O)N(c3ccccc3)C(=O)N2CCC(C)C)cc1 (centres undefined),?,3.8%
O=C(CSc1nnc(-c2ccc(Cl)cc2)c(-c2ccc(Cl)cc2)n1)NC1CCCC1,-4%,12%
COc1ccccc1CN1CCC(CNC(=O)c2cnn(-c3ccccc3Cl)c2C2CCN(C(=O)OC(C)(C)C)CC2)CC1,-16%,-1.3%
CC(C)Oc1ccc(CNC(=O)CN2C(=O)CCn3nc(-c4cn(C)c5ccccc45)cc32)cc1,?,0.9%
Cc1ccc(NC(=O)N2CCc3c(sc4c3CCCC4)C2c2ccccc2)cc1F (centres undefined),-10%,-2.6%
CCC(=O)N1c2ccccc2CC1C(=O)NCCCN1CCN(c2cc(C)ccc2C)CC1 (centres undefined),1%,3.6%
CCOc1ccccc1NC(=O)c1cc2cc3cc(C)ccc3nc2s1,-9%,7.6%
COc1ccc2c(c1)c1c(c(=O)n(Cc3ccccc3)c(=O)n1Cc1cccc(Cl)c1)n2C,-16%,-5.6%
CCCNC(=O)C1CCC(Cn2c(=O)c3sccc3n(CC(=O)N3CCC(C)CC3)c2=O)CC1 (centres undefined),7%,0.0%
COc1cccc(C(=O)NC(c2ccc(Cl)cc2)c2cc(Cl)c3cccnc3c2O)c1 (centres undefined),-22%,0.0%
COc1cc(OC)c(NC(=O)CN(C)S(=O)(=O)c2ccc3c(c2)CCCC(=O)N3)cc1Cl,-7%,3.6%
COCCn1c(SCC(=O)c2c[nH]c3ccccc23)nc2cc(C(=O)NCC(C)C)ccc2c1=O,?,?
Cc1ccccc1OCc1nnc(SCc2cc(=O)c3ccc(C)c(C)c3[nH]2)n1C,-2%,-5.3%
COc1cc(NC(=O)C(CC(C)C)NS(=O)(=O)c2ccc3c(c2)CCCC(=O)N3)cc(OC)c1 (centres undefined),-11%,-0.2%
Cc1cc(=O)n(CC(=O)Nc2ccc([N+](=O)[O-])cc2)c(-n2nc(C)cc2C)n1,?,0.2%
COc1cc(NS(=O)(=O)c2ccc3c(c2)OCC(C(=O)N2CCCC2)O3)cc(OC)c1 (centres undefined),-7%,0.0%
O=C(Cn1ccc2cc(S(=O)(=O)N3CCCCC3)ccc21)NCc1ccccc1Cl,-30%,-1.1%
O=C(Nc1ccc(Br)cc1F)N1CC=C(c2c[nH]c3ccccc23)CC1,8.9µM*[quencher],?
O=S(=O)(NCC(c1ccco1)N1CCOCC1)c1cc(F)ccc1F (centres undefined),-9%,-0.1%
COc1ccc(N2CC(NC(=O)C3CC3)CC2=O)cc1OC (centres undefined),-3%,5.2%
CCOC(=O)c1ccc(NC(=O)c2cnn3c(=O)c4c(n(CC)c23)CCN(Cc2ccc(OC)cc2)C4)cc1,-8%,1.7%
SMILES,Tau fluor cs,Epigenetic reg
COc1ccc(-c2nc3sc(CCNC(=O)C(=O)Nc4ccccc4C#N)c(C)n3n2)cc1,-20%,3.9%
Cc1ccc(N2CC(NC(=O)C3CCCC3)CC2=O)cc1C (centres undefined),-3%,1.9%
Cc1ccc(CNC(=O)CCc2c(C)nn(-c3ccc(N4CCOCC4)nn3)c2C)cc1,4%,1.5%
Oc1c(C(c2ccccc2Cl)N2CCC(O)CC2)sc2nc(-c3ccco3)nn12 (centres undefined),-5%,1.3%
O=C(NCCc1ccc(Cl)cc1)C(=O)NCC(c1ccco1)S(=O)(=O)c1ccc(Cl)cc1 (centres undefined),-1%,2.7%
CN1CCN(C(c2ccccc2)c2sc3nc(-c4ccco4)nn3c2O)CC1 (centres undefined),0%,0.7%
CCCc1cnc2c(c1SCc1ccc(C(F)(F)F)cc1)c(=O)n(C)c(=O)n2C,-17%,-4.2%
Cc1ccc(-n2ncc(C(=O)N3CCN(Cc4ccccc4)CC3)c2C2CCN(C(=O)OC(C)(C)C)CC2)cc1,-14%,-1.3%
Cc1cccc(CNC(=O)c2ccc(C)c(-n3c(C)nc4cccnc43)c2)c1,-9%,2.7%
CCCCCCOc1ccc(C2C(=O)N(C3CCCCC3)CC(=O)N2C2CCCCC2)cc1 (centres undefined),-3%,1.9%
CN(C)CCNC(=O)Cn1nc(N2CCN(c3ccccc3)CC2)ccc1=O,8%,8.9%
COc1ccc(C(=O)OCc2cc(=O)n3nc(C4CC4)sc3n2)cc1OC,-8%,2.8%
Cc1nc2ccccc2n1CCc1nc2c3ccccc3nc(SCc3ccc(F)cc3)n2n1,16%,0.0%
CCN(c1cccc(C)c1)S(=O)(=O)c1ccc(N2CCCCS2(=O)=O)cc1,-12%,-1.1%
CCOc1ccc(-n2ccnc2SCC(=O)Nc2ccc3c(c2)OCO3)cc1,-23%,0.0%
COc1ccc(-n2c(SCC(=O)N3CCCc4ccccc43)nc3c([nH]c4ccccc43)c2=O)cc1,3%,0.0%
CC1CCN(c2ncnc3c2cnn3-c2ccc(F)cc2)CC1,-19%,3.8%
Cc1ccccc1CN1CCc2nc(N3CCN(c4ccccn4)CC3)ncc2C1,4%,-1.7%
CCOc1ccc(NC(=O)c2cc(S(=O)(=O)N3CCc4ccccc43)ccc2F)cc1,?,0.1%
O=C(CCc1nc(CN2CCN(S(=O)(=O)c3ccc(Cl)cc3)CC2)no1)N1CCCCC1,-13%,0.8%
O=C(Cn1nc(-c2ccccc2)nc(Cc2ccccc2)c1=O)Nc1ccccc1,0%,0.8%
CCOCCCNC(=O)C1CCCN(c2ncnc3onc(C)c23)C1 (centres undefined),8%,-1.3%
CCn1cc2nc(SCc3ccc(C)cc3)n(CCc3ccccc3)c(=O)c2n1,-20%,-2.5%
CC(C)(C)NC(=O)c1ccc2nc(CCc3ccccc3)oc2c1,-6%,0.0%
Cc1oc2ncn(CC(C)C)c(=O)c2c1C(=O)N(CCN(C)C)Cc1ccccc1,-9%,-1.3%
SMILES,Tau fluor cs,Epigenetic reg
CCOC(=O)c1ccc(NS(=O)(=O)c2cn(C)c(C)n2)cc1,2%,-1.7%
Cn1c(=O)oc2cc(S(=O)(=O)CCC(=O)N3CCN(c4ccccc4)CC3)ccc21,7%,-1.3%
CC(C)CCn1c(SCc2c(F)cccc2Cl)nc2ccsc2c1=O,8%,0.0%
CCCCNC(=O)c1ccc2c(c1)ncn2-c1cc(OC)ccc1OC,-4%,2.5%
Cc1cc(-c2ccc(S(=O)(=O)Nc3cccc(Cl)c3C)cc2)on1,-27%,-0.2%
Cc1ccc(N2C(=O)CS(=O)(=O)C23C(=O)Nc2ccccc23)cc1C (centres undefined),-2%,-0.4%
Cc1nn(C)c2c1c(-c1ccccc1)cc(=O)n2CC(=O)NC(C)C,-9%,0.0%
CCCCNC(=O)CSc1nc2n[nH]c(C)c2c(=N)n1-c1ccccc1CC,1%,-1.1%
O=C(Nc1cccc(Cl)c1Cl)c1cc(S(=O)(=O)N2CCCc3ccccc32)ccc1F,-18%,-2.4%
Cc1c(Cl)cccc1NC(=O)CN1C(=O)CCn2nc(-c3cccn3C)cc21,-23%,3.4%
CCc1cccc(C)c1NC(=O)c1cc(S(=O)(=O)N2CCN(c3ccccc3)CC2)ccc1F,-13%,1.8%
Cc1ccc(N2C(=O)CSC23C(=O)Nc2ccccc23)cc1F (centres undefined),-6%,1.4%
COc1ccc(OC)c(CCNC(=O)c2cnn(-c3ccccc3)c2C2CCN(C(=O)OC(C)(C)C)CC2)c1,-4%,0.0%
CC(=O)c1ccc(NC(=O)Cn2c(-n3nc(C)cc3C)nc(C)c(C)c2=O)cc1,-12%,1.8%
COCCCNC(=O)CSC1=Nc2ccccc2C2=NC(CCC(=O)NCc3ccccc3OC)C(=O)N12 (centres undefined),5%,0.0%
Cc1cc(C)cc(-n2c(SCC(=O)Nc3cccc(F)c3)nc3c([nH]c4ccccc43)c2=O)c1,-16%,3.6%
CSc1ccc(CNC(=O)CCn2ccc3cc(S(=O)(=O)N4CCC(C)CC4)ccc32)cc1,-22%,2.1%
O=C(CCSCc1ccccc1Cl)NCc1ccc(F)cc1Cl,-25%,-0.4%
CCOC(=O)c1cccc(NS(=O)(=O)c2cn(C)c(C)n2)c1,-6%,1.7%
O=C(Cc1ccccc1)N(Cc1cccnc1)c1nc2c(Cl)cccc2s1,-19%,-0.6%

# Compounds listed so far containing an aryl thioether with sulfur outside any ring:
SMILES,Tau fluor cs,Epigenetic reg
COc1ccc(-c2nc(SCc3cc(=O)c4cc(C)ccc4[nH]3)n[nH]2)cc1,-16%,-4.8%
O=C(CSc1nnc(-c2ccc(Cl)cc2)c(-c2ccc(Cl)cc2)n1)NC1CCCC1,-4%,12%
COCCn1c(SCC(=O)c2c[nH]c3ccccc23)nc2cc(C(=O)NCC(C)C)ccc2c1=O,?,?
Cc1ccccc1OCc1nnc(SCc2cc(=O)c3ccc(C)c(C)c3[nH]2)n1C,-2%,-5.3%
CCCc1cnc2c(c1SCc1ccc(C(F)(F)F)cc1)c(=O)n(C)c(=O)n2C,-17%,-4.2%
Cc1nc2ccccc2n1CCc1nc2c3ccccc3nc(SCc3ccc(F)cc3)n2n1,16%,0.0%
CCOc1ccc(-n2ccnc2SCC(=O)Nc2ccc3c(c2)OCO3)cc1,-23%,0.0%
COc1ccc(-n2c(SCC(=O)N3CCCc4ccccc43)nc3c([nH]c4ccccc43)c2=O)cc1,3%,0.0%
CCn1cc2nc(SCc3ccc(C)cc3)n(CCc3ccccc3)c(=O)c2n1,-20%,-2.5%
CC(C)CCn1c(SCc2c(F)cccc2Cl)nc2ccsc2c1=O,8%,0.0%
CCCCNC(=O)CSc1nc2n[nH]c(C)c2c(=N)n1-c1ccccc1CC,1%,-1.1%
Cc1cc(C)cc(-n2c(SCC(=O)Nc3cccc(F)c3)nc3c([nH]c4ccccc43)c2=O)c1,-16%,3.6%
CSc1ccc(CNC(=O)CCn2ccc3cc(S(=O)(=O)N4CCC(C)CC4)ccc32)cc1,-22%,2.1%
